KDM5B inh: KDM5B demethylase inhibition | actives 2.6% (n = 220,000) | Potency, µM (series often up to 57.7 µM), for inactives: at the top dose activity change, negative = inhibition, usual class: inhibitors | Q9UGL1 | KDM5B demethylase, FDH-coupled NADH fluorescence (FDH is formaldehyde dehydrogenase); active = well fitted inhibition curve with a large enough effect; inconclusive = small, poorly fitted or top-dose-only effect; inactive = no such curve, though single readings can be large or run the other way; also: 0% is about no effect; nearly all actives have a fitted effect of over 70% in size
Target sequence (Q9UGL1 whole entry, looked up): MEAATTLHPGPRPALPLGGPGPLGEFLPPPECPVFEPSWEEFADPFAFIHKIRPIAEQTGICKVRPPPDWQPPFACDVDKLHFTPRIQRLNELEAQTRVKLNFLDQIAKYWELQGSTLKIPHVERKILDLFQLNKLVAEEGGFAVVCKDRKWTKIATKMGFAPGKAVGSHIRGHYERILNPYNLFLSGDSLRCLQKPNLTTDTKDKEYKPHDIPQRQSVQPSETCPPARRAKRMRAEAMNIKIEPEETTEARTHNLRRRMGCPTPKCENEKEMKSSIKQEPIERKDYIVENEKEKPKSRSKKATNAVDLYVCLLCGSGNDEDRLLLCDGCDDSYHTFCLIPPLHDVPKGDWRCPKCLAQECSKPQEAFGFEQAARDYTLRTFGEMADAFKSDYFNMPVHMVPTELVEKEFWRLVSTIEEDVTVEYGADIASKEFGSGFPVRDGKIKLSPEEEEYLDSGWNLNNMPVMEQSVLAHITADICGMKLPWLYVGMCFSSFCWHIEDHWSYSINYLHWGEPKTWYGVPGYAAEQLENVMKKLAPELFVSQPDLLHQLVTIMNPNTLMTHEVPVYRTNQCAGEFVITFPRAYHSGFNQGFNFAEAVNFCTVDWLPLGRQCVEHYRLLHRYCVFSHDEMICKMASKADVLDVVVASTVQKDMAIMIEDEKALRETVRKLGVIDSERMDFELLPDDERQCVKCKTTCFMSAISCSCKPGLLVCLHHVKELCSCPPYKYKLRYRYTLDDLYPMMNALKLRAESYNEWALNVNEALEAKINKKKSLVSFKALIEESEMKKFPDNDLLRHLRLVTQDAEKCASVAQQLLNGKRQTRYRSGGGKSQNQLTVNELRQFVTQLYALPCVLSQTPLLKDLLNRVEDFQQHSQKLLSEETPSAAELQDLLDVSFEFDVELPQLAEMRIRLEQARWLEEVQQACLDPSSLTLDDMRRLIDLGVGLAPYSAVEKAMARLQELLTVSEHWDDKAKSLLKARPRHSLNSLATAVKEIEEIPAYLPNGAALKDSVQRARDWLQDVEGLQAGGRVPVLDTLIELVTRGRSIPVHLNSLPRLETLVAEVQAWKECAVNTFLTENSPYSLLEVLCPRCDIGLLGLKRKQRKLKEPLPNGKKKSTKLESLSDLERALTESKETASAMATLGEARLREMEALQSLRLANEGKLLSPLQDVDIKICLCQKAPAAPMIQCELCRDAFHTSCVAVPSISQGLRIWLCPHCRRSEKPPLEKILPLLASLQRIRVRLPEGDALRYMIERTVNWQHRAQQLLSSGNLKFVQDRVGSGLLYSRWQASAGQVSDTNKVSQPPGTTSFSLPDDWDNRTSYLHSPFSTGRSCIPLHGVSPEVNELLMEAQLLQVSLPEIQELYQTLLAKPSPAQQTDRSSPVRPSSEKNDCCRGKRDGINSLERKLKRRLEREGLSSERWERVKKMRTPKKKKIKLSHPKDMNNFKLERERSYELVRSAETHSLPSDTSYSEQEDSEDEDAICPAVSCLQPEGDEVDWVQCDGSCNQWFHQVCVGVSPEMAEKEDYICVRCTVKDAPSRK
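Here, H3K4me3 peptide (12.5 µM in substrate mix) is demethylated by KDM5BΔAP, 200 nM final, after 10 min compound exposure. Formaldehyde product is coupled through FDH (0.25 U/mL in mix) to NADH fluorescence; 30-min ΔRFU feeds dose-response curves.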
Active calls of the source: *; ? = inconclusive; [ ] = another dose, or the depositor's remark. Potency is read from the fitted curve at half-maximal effect. A portion of the library. The share of hits here may be higher or lower than overall.

KDM5B inh,smiles
-2%,CCCCN(C)C(=O)C1CCC(CNS(=O)(=O)c2ccc3c(c2)CC(C)N3C(C)=O)CC1 (configuration not stated)
-7%,CN(C)C(=O)COC(=O)CCc1c[nH]c2ccccc12
-27%,CCN(CC)C(=O)c1cc2c(n1C)CCN(Cc1ccc(F)cc1)C2
24%,COc1cc(Br)c(CC(=O)Oc2c(C)cccc2C)cc1OC
15%,COc1ccc(-c2cc(C)no2)cc1S(=O)(=O)CCC(=O)Nc1cccc(Cl)c1
21%,O=C(NCC(c1cccnc1)N1CCc2ccccc21)c1cccc(F)c1 (configuration not stated)
?,CCOC(=O)c1cccc(NC(=O)CSc2ncc3c(n2)-c2ccc(Cl)cc2N(Cc2ccccc2)S3(=O)=O)c1
-10%,Cc1ccc(NC(=O)C2CCN(C(=O)c3ncn4c3COC(c3ccc(F)cc3)C4)CC2)c(Cl)c1 (configuration not stated)
?,O=C(NC[C@H]1O[C@@H](CC(=O)N2CCN(c3ccccn3)CC2)[C@H](O)[C@@H]1O)Nc1cccc(F)c1
-4%,COCCNC(=O)[C@H]1C[C@H](Oc2cccnc2)CN1S(=O)(=O)c1ccccc1
?,Cc1nn(Cc2ccccc2)c(C)c1[C@@H]1C=C[C@@H](NC(=O)CCCC(=O)O)C1
30%,O=C(NCCCN1CCCC1)NCc1ccccc1
-13%,CCC(C(=O)Nc1cccc(Cl)c1C)n1nc(C)c2sc3ccccc3c2c1=O (configuration not stated)
10%,Cc1ncoc1C(=O)N1CCC(c2noc(-c3cnccn3)n2)C1 (configuration not stated)
-21%,Cc1ccc(C(=O)Nc2sc3c(c2C(=O)NCc2ccco2)CCC(C(C)(C)C)C3)cc1 (configuration not stated)
16%,COc1ccc(NC2c3ccccc3C(=O)N2c2cccnc2)cc1 (configuration not stated)
-8%,COc1cc(-c2nc(Cn3nnc(C(=O)Nc4ccc(F)cc4)c3N)c(C)o2)cc(OC)c1OC
7%,CC(C)c1cccc(C(C)C)c1-n1ccnc1
-26%,CC(=O)c1cccc(OCc2cccc(C(N)=O)c2)c1
6%,COCc1nc(C2CCCN(C(=O)CC3CCCCC3)C2)no1 (configuration not stated)
1%,O=C(N1CCC(n2cc(-c3nc(-c4ccccc4)no3)nn2)C1)C1(c2ccccc2)CC1 (configuration not stated)
-11%,CCN(CC)S(=O)(=O)c1ccc(C(C)NCc2cccs2)cc1 (configuration not stated)
?,CCCCCOc1ccc(NC(=O)Cn2c(-c3cncs3)nc3ccccc32)cc1
?,COCCOC(=O)C1=C(C)N=C2SC=C(CC(=O)N3CCCCC3C)N2C1c1ccccc1 (configuration not stated)
-7%,CN(C)[C@@H]1[C@@H](NC(=O)CCn2cnc3ccccc3c2=O)[C@H]2CCO[C@H]21
14%,CCc1cccc(C)c1NC(=O)Cc1nn(C)c(=O)c2ccccc12
?,COc1cc(NC(=O)c2ccc(C)cc2C)ccc1NC(=O)c1cccs1
?,COC(=O)c1c(NC(=O)c2cc3ccccc3o2)sc(C)c1C
-12%,O=C1C(N2CCN(S(=O)(=O)c3cccs3)CC2)CCN1Cc1cccnc1 (configuration not stated)
22µM*,NC(Cc1ccccc1)C(=O)N1CCN(c2ccccn2)CC1 (configuration not stated)

Retrieved by structure from the list above, 7 records:
KDM5B inh,smiles
-2%,CCCCN(C)C(=O)C1CCC(CNS(=O)(=O)c2ccc3c(c2)CC(C)N3C(C)=O)CC1 (configuration not stated)
30%,O=C(NCCCN1CCCC1)NCc1ccccc1
-8%,COc1cc(-c2nc(Cn3nnc(C(=O)Nc4ccc(F)cc4)c3N)c(C)o2)cc(OC)c1OC
10%,Cc1ncoc1C(=O)N1CCC(c2noc(-c3cnccn3)n2)C1 (configuration not stated)
16%,COc1ccc(NC2c3ccccc3C(=O)N2c2cccnc2)cc1 (configuration not stated)
-13%,CCC(C(=O)Nc1cccc(Cl)c1C)n1nc(C)c2sc3ccccc3c2c1=O (configuration not stated)
22µM*,NC(Cc1ccccc1)C(=O)N1CCN(c2ccccn2)CC1 (configuration not stated)

Part of the list above, as comma-separated lines.
smiles,KDM5B inh
CN(C)[C@@H]1[C@@H](NC(=O)CCn2cnc3ccccc3c2=O)[C@H]2CCO[C@H]21,-7%
CCc1cccc(C)c1NC(=O)Cc1nn(C)c(=O)c2ccccc12,14%
COc1cc(NC(=O)c2ccc(C)cc2C)ccc1NC(=O)c1cccs1,?
COC(=O)c1c(NC(=O)c2cc3ccccc3o2)sc(C)c1C,?
O=C1C(N2CCN(S(=O)(=O)c3cccs3)CC2)CCN1Cc1cccnc1 (configuration not stated),-12%

Further results:
KDM5B inh,smiles
?,CN(C)c1ccc(/C=N/NC(=O)c2ccc(NC(=O)c3ccccc3)cc2)cc1
-24%[86.2 µM],CC1=C[C@@H](CNS(=O)(=O)c2cccc(F)c2)[C@H](C(C)C)C[C@H]1CC(=O)O
5%,CCN(C(=O)CN(C)S(=O)(=O)c1ccc2c(c1)c(=O)n(C)c(=O)n2C)c1ccc(OC)cc1
13%,CCCNC(=O)NC(=O)CN(C)Cc1ccccc1C(F)(F)F
-42%,Cc1nc2c(c(C)c1CCC(=O)NCc1ccc(F)cc1)c(=O)n(C)c(=O)n2C
19%,COc1ccc(C)cc1C(C)NC(=O)CC1Sc2ccccc2NC1=O (configuration not stated)
?,CCOC(=O)c1cc(-c2ccccc2)n(CCC(=O)Nc2cc(C)cc(C)c2)c1C
0%,Cc1cc(COc2ccccc2)oc1C(=O)N1C[C@@H]2CCN(C)[C@@H]2C1
?,Cc1ccc(OC(=O)CSc2nnc(-c3ccc4c(c3)OCO4)o2)c(C)c1
4%,CCN(CC)CCNC(=O)c1ccc(NC(=O)C2CC(=O)N(CCc3ccc(OC)c(OC)c3)C2)cc1 (configuration not stated)
?,CCN1CCN(c2cc(C(=O)O)c3cc(NC(=O)C(C)C)ccc3n2)CC1
?,CCOC(=O)C1CCN(C(=O)Cn2ncn3nc(-c4ccco4)cc3c2=O)CC1
-17%,CCN(CC)c1ccc(NC(=O)c2ccc3ccccc3n2)cc1
-9%,COCCNC(=O)[C@H]1C[C@H](Oc2ccccc2)CN1C(=O)NCc1ccc(OC)cc1
6%,O=C(CC1CCCC1)NCCCNC(=O)CC1CCCC1
18%,Cc1ccc(C2CC(=O)Nc3c2c(C)nn3-c2nc(C)cc(C)n2)c(C)c1 (configuration not stated)
?,Cc1ccc(NC(=O)CN2c3ccccc3S(=O)(=O)c3ccccc32)cc1F
7%,O=C(c1ccc(F)cc1)N1CCC(c2nc3ccccc3o2)CC1
8%,Cc1oc(-c2ccccc2)nc1CC(=O)NC(C)CN1CCOCC1 (configuration not stated)
?,Cc1[nH]n(-c2nc3ccccc3[nH]2)c(=O)c1CCc1ccccc1
?,COCc1ccc(CNCc2cccnc2N2CCCC(O)C2)o1 (configuration not stated)
16%,CCN(CC(=O)NCc1cccs1)C(=O)c1cccc(S(=O)(=O)N2CCc3ccccc32)c1
?,COc1cccc(-c2ccc(NC(=O)C3CCCN3Cc3cnn(C)c3)cc2)c1 (configuration not stated)
-5%,Cc1cc(-c2onc(C)c2C(=O)O)no1
-27%,O=C(Cn1cccc1-c1nc(-c2ccccc2)no1)NCCc1ccc(Cl)cc1
?,COc1ccc(Nc2cc(C)nc(Nc3ccc(NC(=O)CCc4ccccc4)cc3)n2)cc1
0%,Cc1ccc(C(=O)NC2CCN(c3cn[nH]c(=O)c3)CC2)cc1F
?,O=C(c1cc2cc(F)ccc2[nH]1)N1CCc2ccccc2C1
26%,CC(=O)N1CCc2[nH]cnc2C12CCN(C(=O)c1ccn3nnnc3c1)CC2
5%[86.2 µM],Cn1nccc1-c1cn(C)c(=O)n2cc(COc3ccc(Cl)cc3)nc12
1%[86.2 µM],COCc1cc(CC2(NCc3ccc(C#N)cc3)COC2)no1
-30%,CCCCOc1ccc(C(=O)Nc2nc3c(s2)CC(C)CC3)cc1 (configuration not stated)
?,CN1CCN(c2ccc(-c3noc([C@@H]4CCCN4Cc4ccccc4)n3)cn2)CC1
35%,Cc1ccc(NNC(=O)c2cc(C)on2)c(C)c1
-10%,O=S1(=O)CCN(C2CCCCC2)c2c(F)nc(N3CCCCC3)c(F)c21
-9%,CCCn1c(CN2CCN(c3ccc(OC)cc3)CC2)nc2c1c(=O)[nH]c(=O)n2C
3%,S=C(NCCc1ccc(Cl)cc1Cl)NCc1ccccc1
-16%,COc1ccc(NC(=O)c2cc3c(=O)n(C)c4ccccc4c3s2)cc1Cl
-18%,CC(CCc1ccccc1)NCCNC(=O)c1ccccc1 (configuration not stated)
-8%,CC(=O)Nc1ccc(NC(=O)c2nc3ccccc3nc2N2CCCCC2)cc1
?,CCc1ccc2cccc3c2c1N=CN3C
16%,CSc1cccc(NC(=O)N2CCC(OC3CCN(Cc4ccccc4)CC3)CC2)c1
?,Cc1ccc(-c2cc(C(=O)N3CCN(Cc4ccncc4)CC3)c3ccccc3n2)o1
8%,CCCCn1c(SCC(=O)Nc2cccc(OC)c2)nc2c(sc3ccccc32)c1=O
12%,O=C(OCc1cc(=O)n2nc(C3CCCCC3)sc2n1)c1ccc(F)cc1

2 consecutive compounds already listed:
KDM5B inh,smiles
1%[86.2 µM],COCc1cc(CC2(NCc3ccc(C#N)cc3)COC2)no1
-30%,CCCCOc1ccc(C(=O)Nc2nc3c(s2)CC(C)CC3)cc1 (configuration not stated)

Next results.
KDM5B inh,smiles
-5%,CC(=O)c1ccc(NC(=O)CSc2nnc3ccc(-c4ccc(Br)cc4)nn23)cc1
-3%,O=C1CC(c2ccccc2)N(C(=O)CNC(=O)c2ccc3ccccc3n2)CCCCCN1 (configuration not stated)
15%,CCC(CC)c1nnc(NC(=O)c2cc(C)nc3ccccc23)s1
25µM*,O=C(c1nc(-c2cccc(C(F)(F)F)c2)c2ccccn12)N1CCCC1
26%,CN(c1ccccc1C(=O)Nc1ccc2ccccc2c1)S(C)(=O)=O
22%,CC(=C/c1ccccc1)/C=N/NC(=S)NC1CCCCC1
-9%,CC(C)N(C)CC1CCN(C(=O)NCCc2ccc(F)cc2)CC1
-20%,COC(=O)c1c(NC(=O)c2cccc(OC)c2)sc2c1CCC(C(C)(C)C)C2 (configuration not stated)
-6%,COc1ccc(C)cc1NC(=O)N1CCC(CN2CCC(C)CC2)CC1
?,CCOC(=O)c1c(S(=O)(=O)N2CCN(c3cc(Cl)ccc3C)CC2)c(C)n(C)c1C
-28%,CC1(C)C[C@H](NCc2ccc(CO)o2)[C@@]2(CCC(=O)N3CCOCC3)CC[C@](C)(O)C[C@@H]12
17%,CN(C)CCCn1c(=O)c2[nH]cnc2n(C)c1=O
?,COCCNC(=O)CCCn1c(SCC(=O)c2ccc(F)cc2)nc2c(sc3ccccc32)c1=O
?,COc1ccc(CNC(=O)C(CC(C)C)NS(=O)(=O)c2ccc3c(c2)oc(=O)n3C)cc1 (configuration not stated)
15%,O=C(Cc1c(F)cccc1Cl)Nc1ccccn1
13%,COc1ccc(C(=O)N2CCC(N3CC(OC)C34CCOCC4)CC2)c(OC)c1 (configuration not stated)
-19%,O=C(NCC1Cn2cccc2C(=O)N1Cc1ccccc1)c1cccc2nccnc12 (configuration not stated)
-19%,CN1CC2(CCN(C(=O)c3n[nH]c(=O)c4ccccc34)CC2)CC1C(=O)N1CCOCC1 (configuration not stated)
-2%,COc1ccc(-c2nn(-c3cccc([N+](=O)[O-])c3)c3c2cnc2cc4c(cc23)OCO4)cc1
16%,CN(C)C(CNC(=O)CC1C=CCC1)c1ccsc1 (configuration not stated)
?,Cc1ccc(-c2cc(C(=O)NCc3ccco3)c3ccccc3n2)cc1C
?,COc1ccc(C2=C(C)C(=O)N(Cc3ccc(C(=O)Nc4ccc(C)c(C)c4)cc3)S2(=O)=O)cc1
-18%,O=C(CCl)N(CC1=CCSC1)c1ccccc1
7%,CCC(C)c1ccc(NC(=O)COC(=O)C2CCCC2)cc1 (configuration not stated)
13%,COc1ccc(C2=Nn3c(nnc3C(F)(F)F)SC2)cc1
1%,CN(C)S(=O)(=O)N1CCCC(C(=O)Nc2cccc(-n3cccn3)c2)C1 (configuration not stated)
5%,O=c1[nH]cnc2onc(-c3ccc(F)cc3)c12
?,COc1ccc(OC)c(CNC(=O)COc2ccc(NC(=O)C3CC3)cn2)c1
?,Cc1ccc2[nH]c(C(=O)N/N=C/c3ccccc3O)c(C)c2c1
0%,CCOc1ccc(NC(=O)N(C)CC2CCOCC2)cc1
13%,Cc1ccoc1C(=O)N1C[C@@H](COCC2CC2)[C@H](c2ccncc2)C1
9%,CCn1ccc(C(=O)N2CCCN(S(C)(=O)=O)C(c3ccccc3)CC(=O)NCC2)n1 (configuration not stated)
3%,CC(C)n1nc(C(=O)NCCc2cccs2)c2ccccc2c1=O
8%,CC(=O)Nc1ccc(NC(=O)C(=O)c2c[nH]c3ccccc23)cc1
?,COc1ccc2c(C)c(CCC(=O)Nc3ccc(C)cc3O)c(=O)oc2c1
13%,COC(=O)c1ccc(CNC(=O)CCCNC(=O)C(C)(C)C)cc1
79µM*,Cn1nc(C2CCNC2)c2c(C(=O)N3CCC(F)CC3)cc(C3CC3)nc21 (configuration not stated)
2%,COc1cccc(NC(=O)C2Cc3ccccc3CN2C(=O)c2ccco2)c1 (configuration not stated)
20%[115 µM],O=C(C1CCOCC1)N1CCC2(COc3ncccc3[S+](=O)([O-])N2)C1 (configuration not stated)
6%,CC(C)Cc1cc(CN2CC[C@H](N3CCN(C)CC3)[C@H](CCC(=O)O)C2)[nH]n1
7%[86.2 µM],CN(C)C[C@H]1O[C@H](Cc2cc(-c3cccc(O)c3)on2)CC[C@@H]1O
?,CCNC(=O)c1cc2c(=O)[nH]c(-c3ccccc3)cn2n1
16%,COc1cccc(C(=O)N2CCN(C(=O)Cc3cc(OC)c(OC)c(OC)c3)CC2)c1

Compound activity from PubChem.
